Source: PubChem BioAssay (National Center for Advancing Translational Sciences (NCATS))
Pol kappa inh: qHTS for Inhibitors of Polymerase Kappa; Potency, µM (doses to about 107 µM), without a hit: top-dose activity, negative = inhibition, most hits filed as inhibitors; AID 588579, 2011; actives 0.53% (n = 400,000); purified Pol kappa, fluorescent DNA synthesis assay, 10 min; further: on the % scale 0 is the no-effect control and ±100 the full control effect
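Kinetic fluorescence screen: compound preincubated 15 min RT with 10 nM enzyme; 50 nM substrate (final) initiates; reads at 0/10 min.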
BAZ2B block: qHTS Assay for Inhibitors of BAZ2B; AlphaScreen BAZ2B-H3K14Ac peptide displacement; Potency, µM (titrated, usually from 114 µM), for the others: at the top dose activity change, negative = inhibition, actives largely listed as inhibitors; AID 504333, 2011; Bromodomain adjacent to zinc finger domain protein 2B (Homo sapiens), Q9UIF8; actives 4.4% (n = 360,000); further: on the % scale 0 is the no-effect control and ±100 the full control effect; nearly all actives have a fitted effect of over 60% in size
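Complex of BAZ2B and biotin-H3K14Ac (50 nM apiece) forms over 30 min at RT, then faces library compounds up to 110 uM for another 30 min; AlphaScreen beads added, 20 min dark incubation, luminescence read.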
Pol beta inh: qHTS Assay for Inhibitors of DNA Polymerase Beta; P06746; Pol beta primer extension/strand displacement, fluorescence kinetic; Potency, µM (highest dose often 114 µM), inactives show at the highest dose activity change, negative = inhibition, actives largely listed as inhibitors; actives 1.3% (n = 340,000); AID 485314, 2010; further: on the % scale 0 is the no-effect control and ±100 the full control effect
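Human Pol beta at 10 nM; strand-displacement substrate 50 nM final. Compound exposure 15 min at room temperature before start, reaction 10 min at room temperature.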
BLM inh: qHTS Assay for Inhibitors of Bloom's syndrome helicase (BLM); RecQ-like DNA helicase BLM (Homo sapiens), P54132; recombinant BLM DNA unwinding, fluorescence dequenching; Potency, µM (top dose mostly 56.1 µM), for the others: at the top dose activity change, negative = inhibition, hits mostly inhibitors; actives 0.2% (n = 350,000);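 further: plate controls were vehicle for no effect and no enzyme for full effect; nearly all actives have a fitted effect of over 35% in size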
APE1 inh: qHTS Assay for Inhibitors of the Human Apurinic/apyrimidinic Endonuclease 1 (APE1); recombinant APE1, TAMRA/BHQ-2 abasic DNA cleavage fluorescence; Potency, µM (titrated, usually from 65.8 µM), for inactives: at the top dose activity change, negative = inhibition, hits mostly inhibitors; actives 0.35% (n = 350,000); AID 2517, 2012;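 further: plate controls were vehicle for no effect and reference inhibitor for full effect; nearly all actives have a fitted effect of over 55% in size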
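Quantitative HTS: incision of a TAMRA/BHQ-2 double-stranded substrate bearing a tetrahydrofuran abasic site by 0.75 nM APE1 raises fluorescence. Substrate 50 nM final, added after 15 min compound preincubation at room temperature; progress as third-minus-first kinetic read difference.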
Apoferritin bind: qHTS Assay for Identification of Novel General Anesthetics | actives 0.074% (n = 350,000) | AID 485281, 2010 | apoferritin/1-aminoanthracene competitive binding, fluorescence | Potency, µM (series often up to 77.5 µM), without a hit: at the top dose activity change, negative = displacement, usual class: inhibitors | Ferritin light chain (Equus caballus), P02791; further: on the % scale 0 is the no-effect control and ±100 the full control effect; nearly all actives have a fitted effect of over 20% in size
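Read-out: endpoint 1-AMA fluorescence, excitation 380 nm and emission 535 nm, after compounds sit 10 min at room temperature with 10 uM horse-spleen apoferritin in 50% saturated 1-AMA/PBS. Values come from four-parameter Hill fits.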
Pol eta inh: qHTS for Inhibitors of Polymerase Eta | Potency, µM (series often up to 114 µM), for inactives: at the top dose activity change, negative = inhibition, hits mostly inhibitors | AID 588591, 2011 | DNA polymerase eta (Homo sapiens), Q9Y253 | actives 1.2% (n = 390,000) | recombinant Pol eta, fluorescent DNA replication assay; further: on the % scale 0 is the no-effect control and ±100 the full control effect
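Pol eta (10 nM) was preincubated with compounds for 15 min at room temperature, after which fluorescent replication substrate (50 nM final) was added to start the reaction. Fluorescence was read kinetically at 0 and 10 min.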
G9a inh: qHTS Assay for Inhibitors of Histone Lysine Methyltransferase G9a; Histone-lysine N-methyltransferase EHMT2 (Homo sapiens), Q96KQ7; G9a H3K9 monomethylation, AlphaScreen, 2 h; Potency, µM (highest dose often 102 µM), inactives show at the top dose activity, negative = inhibition, most hits filed as inhibitors; actives 8.8% (n = 350,000); AID 504332, 2011; further: on the % scale 0 is the no-effect control and ±100 the full control effect; nearly all actives have a fitted effect of over 75% in size
Target sequence (Q96KQ7 913-1193 limits assumed): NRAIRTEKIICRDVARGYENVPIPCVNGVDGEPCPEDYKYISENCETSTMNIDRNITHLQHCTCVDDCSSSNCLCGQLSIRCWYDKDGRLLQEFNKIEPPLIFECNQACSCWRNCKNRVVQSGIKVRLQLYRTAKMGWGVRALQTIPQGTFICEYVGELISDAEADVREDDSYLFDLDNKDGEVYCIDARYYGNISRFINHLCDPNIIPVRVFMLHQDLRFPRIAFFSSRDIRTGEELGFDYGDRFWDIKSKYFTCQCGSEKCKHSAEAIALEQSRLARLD
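Compounds were preincubated with 20 nM G9a for 15 min, after which biotinylated H3K9 peptide (500 nM) and SAM (20 uM) started a 2 h room-temperature reaction. Monomethylated product was quantified by antibody-based AlphaScreen chemiluminescence.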
Pol iota inh: qHTS for Inhibitors of Polymerase Iota; DNA polymerase iota (Homo sapiens), Q9UNA4; Pol iota fluorescent replication assay, 10 min; Potency, µM (top dose mostly 115 µM), for inactives: at the top dose activity, negative = inhibition, usual class: inhibitors; actives 1% (n = 390,000); AID 588590, 2011
Target sequence (Q9UNA4 whole entry, looked up): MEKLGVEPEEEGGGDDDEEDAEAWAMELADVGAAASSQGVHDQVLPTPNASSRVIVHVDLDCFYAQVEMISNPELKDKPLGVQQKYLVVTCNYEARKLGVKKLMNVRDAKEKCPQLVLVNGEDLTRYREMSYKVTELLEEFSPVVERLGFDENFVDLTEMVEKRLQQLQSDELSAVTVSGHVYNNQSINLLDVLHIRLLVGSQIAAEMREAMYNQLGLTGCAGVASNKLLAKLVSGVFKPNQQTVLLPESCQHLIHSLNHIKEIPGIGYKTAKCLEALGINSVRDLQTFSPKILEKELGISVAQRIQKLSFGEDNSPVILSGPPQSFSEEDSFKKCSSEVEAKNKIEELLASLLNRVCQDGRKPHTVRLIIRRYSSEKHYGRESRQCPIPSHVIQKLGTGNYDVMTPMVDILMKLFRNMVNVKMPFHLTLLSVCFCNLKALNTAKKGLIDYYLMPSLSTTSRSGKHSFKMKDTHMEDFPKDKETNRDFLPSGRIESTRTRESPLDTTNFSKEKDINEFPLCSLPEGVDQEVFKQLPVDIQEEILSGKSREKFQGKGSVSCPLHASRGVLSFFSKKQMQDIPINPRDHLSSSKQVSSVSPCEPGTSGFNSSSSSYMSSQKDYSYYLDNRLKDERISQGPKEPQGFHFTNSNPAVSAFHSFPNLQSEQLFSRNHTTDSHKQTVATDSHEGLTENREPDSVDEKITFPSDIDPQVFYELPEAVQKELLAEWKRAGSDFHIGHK
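Fluorescent replication assay read twice, at 0 min and 10 min after adding 50 nM (final) substrate. Enzyme (10 nM) and compounds were first incubated 15 min at room temperature; enzyme-free buffer wells were negative controls.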
Starred values were filed as active, the others as inactive; ? = inconclusive; nt = no result given; & = joins results of further samples; [ ] = dose if it differs, or a comment. The call rests on the fitted dose curve; in most records, active means well fitted curve in the direction sought with a large enough effect; inconclusive means small, poorly fitted or top-dose-only effect, or another doubt; inactive means no such curve, though single readings can be large; an effect the other way counts as inactive or inconclusive. Potency means the concentration at half of the fitted maximal effect.

no.	canonical_smiles	Pol kappa inh	BAZ2B block	Pol beta inh	BLM inh	APE1 inh
1	CC(C)(C)C(=O)CSc1ncnc2c1cnn2-c1ccccc1	6%	-15%	4%	-1%	2%
2	COc1ccc(C2CC(c3cccs3)=NN2c2ccc(C=O)cc2)cc1 (stereo unspecified)	-13%	108%[activator]	-1%	-17%	0%
3	CC(C)NC(=O)NC(=O)COC(=O)c1cc[n+]([O-])cc1	-13%	-22%	11%	-4%	0%
4	COc1cccc(NC(=O)c2oc3ccccc3c2NC(=O)c2ccc(F)c(F)c2)c1	-7%	6%	16%	-4%	nt
5	CCc1nccn1S(=O)(=O)c1ccc2ccc(C)cc2c1	-5%	7%	-11%	-2%	1%
6	COc1ccc(N2C(=O)CC(Sc3ncn[nH]3)C2=O)c(OC)c1 (stereo unspecified)	-11%	-32%	3%	-5%	3%
7	O=c1c2ccccc2nc2ccc(N3CCOCC3)nn12	-16%	2%	12%	2%	-5%
8	COc1ccc(/C=N/NC(=O)Cn2nc([N+](=O)[O-])cc2C)c(OC)c1OC	-11%	-11%	1%	-1%	1%
9	COc1ccc(S(=O)(=O)N2CCCCC2)cc1NC(=O)c1cccnc1SC	-8%	-19%	39%	-3%	14%
10	CCNC(=O)[C@H]1O[C@@H](n2cnc3c(N)nc(NCCc4ccc(CCC(=O)O)cc4)nc32)[C@H](O)[C@@H]1O	?	0%	22%	0%	13%
11	Cc1ccc(C)c(Cn2nc3c4ccccc4n(Cc4ccccc4)cc-3c2=O)c1	3%	0%	1%	-2%	10%
12	CC(NC(=O)Nc1nccs1)(C(F)(F)F)C(F)(F)F	-2%	?	0%	-3%	5%

no.	Apoferritin bind	Pol eta inh	G9a inh	Pol iota inh
1	3%	-1%	28%	75%[activator]
2	168%[activator]	-6%	313%[activator][59 µM]	-25%
3	3%	-11%	-17%	1%
4	-3%	-2%	-13%[59 µM]	-8%
5	1%	-14%	?	17%
6	-7%	-8%	1.3µM*	-9%
7	-5%	-5%	-3%	34%[activator]
8	-7%	0%	0%	?
9	-8%	2%	nt	26%
10	-5%	-9%	-12%[59 µM]	-4%
11	-19%	-15%	18%	17%
12	?	5%	0%	1%

(more compounds)
no.	canonical_smiles	Pol kappa inh	BAZ2B block	Pol beta inh	BLM inh	APE1 inh
13	N/C(=N\OC(=O)CCC1CCCCC1)c1cccnc1	1%	11%	15%	-1%	1%
14	CCN(CC)S(=O)(=O)c1ccc(Cl)c(NC(=O)COC(=O)c2nc3nc(C)cc(C)n3n2)c1	6%	nt	nt	nt	47%
15	O=C(CSCC(=O)Nc1nccs1)Nc1ccccc1	-17%	33%[activator]	8%	0%	?
16	O=C(CCc1ccccc1)Nc1c(F)c(F)c(F)c(F)c1F	-1%	-2%	16%	-5%	-4%
17	CCOC(=O)c1c(S(=O)(=O)N2CCC(C(=O)NCc3ccccc3OC)CC2)c(C)n(C)c1C	-7%[60.1 µM]	-9%	8%	1%	nt
18	C=CCOc1ccc(C2/C(=C(\O)c3ccc(F)cc3)C(=O)C(=O)N2CCCN(C)C)cc1 (stereo unspecified)	-7%	-6%	9%	1%	7%
19	CN(C)/C=C/C(=O)c1ccc(C(F)(F)F)cc1F	-5%	0%	43%	-2%	4%
20	CC(C)NCC(O)(c1ccc(Cl)cc1)c1ccc(Cl)cc1	5%	2%	-1%	-5%	-5%
21	CCCCC(=O)NC1(C(F)(F)F)C(=O)Nc2c1c(=O)[nH]c(=O)n2-c1ccc(F)cc1 (stereo unspecified)	-2%[60.1 µM]	-3%	5%	-3%	nt
22	CN(c1cccc(Cl)c1)S(=O)(=O)c1cccc(C(=O)Nc2nc3ccccc3[nH]2)c1	-24%	-27%	-5%	-1%	-4%
23	O=C(O)c1c2c(nc3ccc(S(=O)(=O)N4CCC(C(=O)N5CCCCC5)CC4)cc13)CCCC2	?	?	-2%	-6%	-10%
24	CNC(=O)CN(c1cccc(Br)c1)S(C)(=O)=O	-1%	46%[activator]	-1%	4%	8%

no.	Apoferritin bind	Pol eta inh	G9a inh	Pol iota inh
13	?	-13%	8%[59 µM]	25%
14	nt	-11%	nt	-13%
15	-12%	-11%	-4%[59 µM]	-5%
16	-16%	-7%	37%	20%
17	-9%	-11%	-3%[59 µM]	17%
18	-9%	6%	?	-11%
19	-10%	-3%	24%	141%[activator]
20	-11%	-12%	2%	4%
21	-1%	-1%	5%[59 µM]	-2%
22	5%	-21%	8%[59 µM]	5%
23	-3%	32µM*	50µM*	?
24	13%	-9%	4%[12.7 µM]	12%

Later entries:
no.	canonical_smiles	Pol kappa inh	BAZ2B block	Pol beta inh	BLM inh	APE1 inh
25	COCCNC(=O)NC(=O)CN1C(=O)NC(Cc2c[nH]c3ccccc23)C1=O (stereo unspecified)	-24%	7%	8%	3%	-17%
26	Cc1ccc2onc(CNC(=O)N3CCN(c4cc(Cl)ccc4C)CC3)c2c1	-8%	-28%	29%	-9%	nt
27	CCc1ccc(NC(=O)[C@H](Cc2ccccc2)NC(=O)C2CCN(C(=O)[C@@H](N)CC(C)C)CC2)cc1	-2%	-24%	-1%	-1%	28%
28	CC(Sc1ccccc1)C(=O)NN=C1CCCCCCC1 (stereo unspecified)	-10%	4%	-23%	-3%	?
29	O=C(NCc1ccco1)C(Cc1ccccc1)N1C(=O)C2C3C=CC(C3)C2C1=O (stereo unspecified)	-6%	-32%	-22%	-2%	2%
30	CCOc1ccc(S(=O)(=O)NCc2ccco2)c2ccccc12	-9%	?	?	-6%	2%
31	O=C(c1ccc2oc(CCCc3ccccc3)nc2c1)N1CCCC1	-2%	-4%	-18%	-1%	13%
32	CCN(Cc1ccncc1)C(=O)CCc1nnc(CCC2CCCCC2)o1	-6%	13%	4%	2%	0%
33	CCOC(=O)C1(Cc2cccc(Cl)c2)CCCN(C(=O)c2cnn(CC)c2)C1 (stereo unspecified)	-13%	-4%	?	1%	-8%
34	CCCn1c(CNC(=O)c2ccc(F)cc2)nc2ccccc21	8%	0%	28%	2%	nt
35	O=C(COc1ccccc1F)Nc1nnc(C2CCCC2)s1	-13%	-11%	9%	0%	28%
36	Cc1ccc(C)n1-c1c(C(=O)NN)cnn1-c1ccccc1	-10%	?	4%	-5%	?

no.	Apoferritin bind	Pol eta inh	G9a inh	Pol iota inh
25	3%	-6%	36%	123%[activator]
26	-9%	-21%	-1%[59 µM]	-3%
27	?	-14%	7%[12.7 µM]	17%
28	4%	-4%	-37%	76%[activator]
29	-13%	?	?	0%
30	-22%	-11%	?	-7%
31	-16%	-16%	34%	3%
32	?	-11%	nt	44%
33	-10%	-4%	25µM*	18%
34	-5%	-16%	3%[59 µM]	9%
35	-21%	-5%	9%	7%
36	-14%	1%	11%	28%

(next part)
no.	canonical_smiles	Pol kappa inh	BAZ2B block	Pol beta inh	BLM inh	APE1 inh
37	CCc1cc(=O)oc2cc(OC(=O)CN3C(=O)NC4(CCCC4)C3=O)ccc12	4%	-10%	13%	-1%	1%
38	CC(C)NC(=O)N(C)C[C@H]1Oc2c(NS(=O)(=O)c3cn(C)cn3)cccc2C(=O)N([C@H](C)CO)C[C@@H]1C	7%	nt	nt	nt	1%
39	COc1ccc(Cc2nc3ccc(C(=O)NC(C)Cc4ncccc4C)cc3o2)cc1OC (stereo unspecified)	-6%	-23%	11%	0%	3%
40	CNC(=O)c1[nH]cnc1C(=O)N[C@@H](C)C(=O)OCc1ccccc1	17%	50µM*	-3%	-1%	3%
41	COc1cccc(CNCCSc2nnnn2C)c1OCc1ccc(Cl)cc1Cl	-11%	-18%	-25%	-3%	nt
42	CSc1ccc(C(=O)C2CCCN(C(=O)c3cccc(N4CCOCC4)c3)C2)cc1 (stereo unspecified)	-4%	-4%	-12%	-13%	3%
43	Cc1cccc(-c2nc(CN3CCCC(C(=O)NCc4ccc(Cl)cc4)C3)c(C)o2)c1 (stereo unspecified)	-12%	?	21%	-10%	nt
44	CN1C[C@@H]2C(c3ccc(C(F)(F)F)cc3)C3(c4cccnc4)CC2(C3)[C@H]1c1ccccc1 (stereo partly specified)	-17%	-39%	-6%	-4%&-6%	8%&5%
45	NS(=O)(=O)c1ccc(CCNC(=O)CNC(=O)Cc2cccc3ccccc23)cc1	3%	-7%	10%	-2%	27%
46	CCCCOc1ccc(C(=O)N/C(=C/C=C/c2ccccc2)C(=O)O)cc1	-9%	?	-18%	1%	4%
47	Clc1cc(Cl)c(OCc2nc(-c3ccccn3)no2)cc1Cl	-3%	-2%	-19%	2%	2%

no.	Apoferritin bind	Pol eta inh	G9a inh	Pol iota inh
37	330%[activator]	-15%	9%	77%[activator]
38	nt	-21%	nt	25%
39	-8%	-24%	22%	21%
40	-7%	-17%	-9%[12.7 µM]	25%
41	-7%	-11%	3%[59 µM]	-17%
42	?	-19%	-4%	-17%
43	-12%	-18%	-50%[59 µM]	-21%
44	-6%&-17%	?	-49%[59 µM]	11%
45	3%	-14%	-5%	0%
46	-5%	-5%	50µM*	13%
47	5%	1%	-4%[59 µM]	25%

Not all compounds are listed, so the mix of outcomes need not match the whole.
